V1R ag counter – V1a receptor agonism, counter-screen for OXTR agonists | AID 2797 | CHO-V1R cells, Fluo-8 calcium fluorescence, agonist mode; 0% DMSO, 100% 3 nM vasopressin | activation, % at 3 µM | 0.25% of 320,000 active;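 active = activation above the mean activation of all tested compounds plus 3 SD, per screening run, cut at about 20% in these data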;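 note: signal is peak over basal fluorescence ratio across a 100 second FLIPR read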
M1 PAM parental – nonselective activator or artifact in parental CHO-K1 calcium assay | ATP EC20, Fluo-8 calcium fluorescence; 0% at ATP EC20, 100% at ATP max | activation, % at 3 µM | 0.02% of 360,000 active;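 active = activation above the run cutoff, the mean activation of all test compounds plus 3 SD, cut at about 40% in these data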;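 note: peak over basal fluorescence ratio in a 140 s read after ATP addition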
TAAR1 agonist – agonists of human TAAR1. CHO RD-HGA16 TAAR1, Fluo-8 calcium fluorescence; vehicle wells 0%, saturating PEA agonist 100%. AID 624467. Q96RJ0. 0.99% of 360,000 active. activation, % at 3 µM;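 active = activation above the mean activation of all test compounds in the run plus 3 SD, cut at about 38% in these data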
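Assay system – CHO-derived RD-HGA16 cells with stable Gα16 and human TAAR1 · Compound dosing – one-point dosing at 3 µM (nominal) · Incubation – 17-24 h seeding, 75 min 37 °C dye, 30 min RT · Measured by – kinetic Fluo-8 calcium fluorescence · Control set – DMSO vehicle as 0%, PEA at EC100 as 100% · Repeats – single well for each compound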
M1 ag parental – nonselective activator or artifact in parental CHO-K1 cells | 0.48% of 360,000 active | Fluo-8 calcium fluorescence; scaled to maximal ATP response, vehicle zero | activation, % at 3 µM; in the data active = activation above about 15%;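 note: untransfected CHO-K1 host cells lacking M1 receptor as counterscreen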
M1 ag – human M1 muscarinic receptor agonism. AID 588814. activation, % at 3 µM. P11229. 0.33% of 360,000 active. CHO-K1 hM1, Fluo-8 calcium fluorescence, agonist mode; 0% DMSO, 100% acetylcholine EC100;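 active = activation above the run's mean compound activation plus 3 SD, cut at about 16% in these data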;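 note: peak over basal fluorescence ratio within a 140 s kinetic read after compound addition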
Target sequence (P11229 whole entry, looked up): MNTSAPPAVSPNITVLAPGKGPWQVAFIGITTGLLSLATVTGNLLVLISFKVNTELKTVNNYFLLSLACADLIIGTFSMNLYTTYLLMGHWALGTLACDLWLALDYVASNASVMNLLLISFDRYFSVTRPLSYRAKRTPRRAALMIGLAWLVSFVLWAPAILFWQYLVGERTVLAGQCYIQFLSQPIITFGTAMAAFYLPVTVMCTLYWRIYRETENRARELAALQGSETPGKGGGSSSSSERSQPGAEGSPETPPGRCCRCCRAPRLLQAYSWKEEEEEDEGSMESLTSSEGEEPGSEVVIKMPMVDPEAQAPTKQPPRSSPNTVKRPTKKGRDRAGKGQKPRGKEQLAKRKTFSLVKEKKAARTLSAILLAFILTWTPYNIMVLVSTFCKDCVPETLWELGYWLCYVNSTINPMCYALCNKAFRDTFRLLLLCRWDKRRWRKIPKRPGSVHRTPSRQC
OXTR potentiator – potentiators of human oxytocin receptor | P30559 | 0.061% of 320,000 active | CHO-OTR cells, Fluo-8 calcium fluorescence, potentiator mode; 0% = oxytocin EC15, 100% = EC100 | activation, % at 3 µM;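 active = activation above that plate's cutoff, the mean activation of tested compounds plus 3 SD, cut at about 6.6% in these data, passing the limit was not always enough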;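 note: 100% uses oxytocin at 75 nM as the full agonist control; some results filed as inactive read as strong as hits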
Target sequence (P30559 whole entry, looked up): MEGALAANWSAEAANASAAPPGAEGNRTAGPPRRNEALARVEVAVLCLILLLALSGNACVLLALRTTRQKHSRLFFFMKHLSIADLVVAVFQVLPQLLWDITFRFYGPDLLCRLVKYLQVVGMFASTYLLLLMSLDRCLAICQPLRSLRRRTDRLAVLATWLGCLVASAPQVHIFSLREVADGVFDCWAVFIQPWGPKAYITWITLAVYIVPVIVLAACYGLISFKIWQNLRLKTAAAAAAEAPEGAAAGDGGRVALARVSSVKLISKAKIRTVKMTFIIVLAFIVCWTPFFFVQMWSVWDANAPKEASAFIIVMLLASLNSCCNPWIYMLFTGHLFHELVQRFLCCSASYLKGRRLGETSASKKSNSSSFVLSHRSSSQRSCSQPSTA
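assay system = CHO-OTR cells, human receptor | schedule = compound 6 min at room temperature before oxytocin, 100 s read | detection = Fluo-8 intracellular calcium fluorescence, ex 470-495, em 515-575 nm | evaluation = normalized max/min fluorescence ratio, % activation | control set = EC15 oxytocin alone as 0%, 75 nM oxytocin (EC100) as 100%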
CHO-K1 Ca antag – nonselective inhibitor or artifact in parental CHO-K1 cells; ATP-induced calcium, Fluo-8 fluorescence; inhibition, % at 3 µM; 0.6% of 360,000 active; AID 602250;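 active = inhibition above a per-plate cutoff, the plate's mean sample inhibition plus 3 SD, cut at about 24% in these data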;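 note: 0% = DMSO plus EC80 ATP and 100% = DMSO alone without ATP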
CHO parental Ca – counter-screen for OX1R antagonists: effect in parental CHO cells; 0.63% of 330,000 active; parental CHO-K1, ATP-induced calcium, Fluo-8 fluorescence; AID 463079; inhibition, % at 5.6 µM;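 active = inhibition above that plate's mean sample inhibition plus 3 SD, cut at about 26% in these data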;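 note: 0% = ATP-challenged DMSO wells and 100% = DMSO wells without ATP; some compounds past the cut are filed as inactive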
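Material: parental CHO cells / Compound: single nominal dose of 5.6 µM per compound / Signal: Fluo-8 fluorescence / Replicates: singlicate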
TAAR1 antag – antagonists of human TAAR1; Q96RJ0; CHO RD-HGA16 TAAR1, Fluo-8 calcium fluorescence, antagonist; 1.5% of 360,000 active; inhibition, % at 3 µM;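 active = inhibition above a per-plate cutoff, the mean inhibition of test compounds on that plate plus 3 SD, cut at about 49% in these data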;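 note: 0% = DMSO plus EC80 beta-PEA response and 100% = DMSO alone without agonist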
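Test system – hTAAR1-expressing CHO RD-HGA16 cells, Gα16-coupled · Also added – β-PEA at EC80 concentration, post-compound challenge · Compound – 3 µM, single point · Incubation – dye loading 75 min at 37 °C, then 30 min room temperature · Measured by – Fluo-8 intracellular calcium dye fluorescence, real-time kinetic reads · Benchmarks – vehicle and agonist controls · Replicates – singlicate, one well per test compound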
* hit, by the source's call; / = no result given.

SMILES	V1R ag counter	M1 PAM parental	TAAR1 agonist	M1 ag parental	M1 ag	OXTR potentiator	CHO-K1 Ca antag	CHO parental Ca	TAAR1 antag
C=CCN1C(=O)CSc2ccc(C(=O)N3CCC(C)CC3)cc21	1.8	14	14	0.5	-4	-4	-33	-9	2
COc1cccc(-c2ncc3ccccc3c2COC(=O)N(C)C)c1	-0.5	13	8	1.4	-8	-4	-16	-16	23
Cc1ccc(/C=N/c2sc3c(c2C#N)CCC3)o1	0.2	13	0	0.2	-3	-2	-9	-9	-7
COc1cc(C(CCN2CCOCC2)c2c(OC)cc(OC)c3c2OC(=O)CC3c2ccc(N(C)C)cc2)cc(OC)c1OC (configuration not stated)	0.2	7	1	-0.1	-4	-1	-18	-21	0
CCOc1ccc(OCCC(=O)Nc2ccc(F)cc2C)cc1	0.1	14	2	1.6	-10	-7	-15	0	12
COn1c(=O)c(-c2ccc(C)cc2)[n+]([O-])c2ccccc21	0.2	-6	-3	-0.1	-4	-9	0	-16	1
Cc1ccc(-c2noc(CCC(=O)Nc3cccc(C#N)c3)n2)cc1	11	-6	19	5.7	5	-21	11	19	27
NC(=O)NCCc1ccccc1	0.8	13	3	0.2	0	-5	-14	-1	3
CC(=O)N(Cc1cc(=O)[nH]c2ccccc12)c1ccc(C)cc1C	-0.3	22	-1	0.8	-5	1	-3	-18	-23
COc1ccc(-n2cc(CNCC3CC(=O)N(C4CC4)C3)c(-c3ccccc3Cl)n2)cc1 (configuration not stated)	2.9	11	4	0.2	-6	-17	-9	-23	11
CC(=O)Nc1ccc(C2C(=O)c3ccccc3C2=O)cc1	0.0	13	0	-0.1	-2	0	-18	-6	-28
CC(=O)c1ccccc1C(=O)N1CCCC(CNC(=O)c2ccccc2Cl)C1 (configuration not stated)	0.6	18	1	1.7	0	6	-14	-7	-1
CSc1nsc(SC)c1NC(=O)OCC1CCCO1 (configuration not stated)	0.3	17	2	0.2	-6	0	-8	-16	7
CCn1cc(CNC(=O)CC2C(=O)NCCN2CC(c2ccccc2)c2ccccc2)cn1 (configuration not stated)	0.5	18	10	0.9	-3	-3	-14	-14	13
COc1ccc(S(=O)(=O)NCc2cccnc2)cc1NC(=O)c1ccccc1C	/	9	5	0.9	-4	/	-15	/	-7
COC(=O)c1nnn(CC(=O)Nc2cccc(Cl)c2)c1C(=O)OC	2.9	17	14	1.0	1	-4	-7	2	-5
Cc1cccc2c(SCC(=O)NCC3CCCO3)nc(-c3ccc(F)cc3)nc12 (configuration not stated)	-0.7	10	0	0.3	2	-6	-10	-11	-4
CCOC(=O)c1c(/N=C/N(C)C)sc2c1CCC2	-0.5	24	7	0.3	-8	-4	5	-14	-12
Cc1nc(N2CCN(c3ccccn3)CC2)c2c(C)c(C(=O)Nc3ccc(Cl)cc3)sc2n1	0.1	-10	4	-0.3	-3	-9	-6	-2	-22
COC(=O)c1ccc2cc(F)cc(C)c2n1	/	-5	0	-0.1	-2	/	-13	/	-1
Cc1cc(F)ccc1Oc1cc(NN2CCCCC2)c([N+](=O)[O-])cc1[N+](=O)[O-]	0.1	9	1	0.0	-2	-13	-9	-18	1
Cc1ccc(-c2nnn(CC(=O)N(c3ccccc3)C(C(=O)NCC3CCCO3)c3ccc(F)cc3)n2)o1 (configuration not stated)	0.8	15	7	0.5	-5	-8	-2	-16	13
CC(C)(O)C#Cc1ccc(C(=O)NC2CCCCC2)s1	0.3	23	0	0.7	-1	-8	-14	2	16
c1nc(N2CCCCCC2)c2[nH]cnc2n1	1.7	20	1	1.2	-1	-7	-10	2	1
CCOC(=O)C1CCN(CC(=O)c2ccc(O)c(C)c2O)CC1	0.6	13	1	0.2	11	-8	-9	0	-3

(further entries)
SMILES	V1R ag counter	M1 PAM parental	TAAR1 agonist	M1 ag parental	M1 ag	OXTR potentiator	CHO-K1 Ca antag	CHO parental Ca	TAAR1 antag
Cc1ccn2c(Nc3ccc4c(c3)OCO4)c(-c3ccccn3)nc2c1	-0.6	10	-2	0.6	-8	0	-5	-19	3
CC(C)(C)c1ccc(C(=O)NCC(=O)N/N=C/c2ccccc2OCC(=O)O)cc1	0.2	29	10	1.1	-10	-6	-11	-12	-6
CCOc1ccc(C(=O)NCC(=O)OCc2cc(C(C)=O)ccc2OC)cc1	-0.8	8	2	0.4	-6	-10	3	-16	9
O=S1(=O)CC(N2CC=CC2)CN1Cc1cn(Cc2ccc(Cl)cc2)nn1 (configuration not stated)	/	3	1	0.9	/	/	-7	/	-18
CC(C)(C)NS(=O)(=O)c1ccc2nc(NC(=O)c3ccc(N4C(=O)CCC4=O)cc3)sc2c1	6.8	7	8	15*	2	-12	3	12	-1
CCCn1c(C)cc(C(=O)COc2ccc(-c3nnco3)cc2)c1C	0.5	13	2	1.9	-5	-15	-8	-21	-13
O=C(Cc1cccs1)NNC(=S)NC(=O)c1ccco1	-0.8	15	8	3.9	-4	-4	-2	3	-11
O=c1c2ccccc2sn1-c1ccc(S(=O)(=O)N2CCCC2)cc1	3.9	-10	16	1.9	-2	-6	10	2	8
N#Cc1ccc(/C=C/C(=O)c2ccccc2)cc1	-1.3	-6	-1	2.0	-3	4	-7	-20	-13
CCOC(=O)COc1ccccc1C(=O)c1cnn(-c2ccccc2)c1	4.3	-1	1	5.5	-7	-8	-13	-3	-2
CCOC(=O)/C=c1/s/c(=C\c2c(OC)ccc3ccccc23)c(=O)n1CC(=O)NCC1CCCO1 (configuration not stated)	/	4	1	2.1	0	/	-8	/	-8
COc1ccc(C(=O)/C=C2\Sc3ccccc3N2C)cc1	-0.9	28	9	0.9	-10	-5	-9	-18	-16
CC(=O)NNC1=Nc2ccccc2N(C)C(C)C1 (configuration not stated)	-0.4	0	3	0.1	-3	-5	1	-7	-5
FC(F)(F)c1cccc(NC(=S)N2CCCCCC2)c1	-0.2	19	1	0.9	-5	-6	-17	9	4
Cc1cc(-c2n[nH]c(=S)n2Cc2ccco2)n(C)n1	0.6	24	-2	0.4	-5	-3	-12	-8	-2
CC(=O)Nc1ccc(S(=O)(=O)N2CCC(C(=O)NC3CCCC3)CC2)cc1	0.8	-10	1	0.5	-1	-1	-12	10	-9
CCc1nc2ccc(C(=O)Nc3cc(-c4ccccc4)ccc3OC)cn2c1N(C)Cc1ccc(OC)cc1	/	13	4	0.6	-2	/	-9	/	-7
O=C(NC(=S)N1CCN(c2nc(-c3ccccc3)cs2)CC1)c1cccnc1	2.9	-6	1	0.6	1	-9	13	-8	-3
CCOC(=O)NC(CC(=O)O)c1ccc(OCC)cc1 (configuration not stated)	0.6	20	0	0.8	-4	7	-11	-12	10
O=C(CSc1nnnn1-c1ccc2c(c1)CCC2)Nc1ccc2c(c1)OCCO2	3.9	-11	5	0.2	-1	-8	17	-9	20
C(=N\n1cnnc1)/c1cn(-c2cccs2)nc1-c1ccccc1	0.7	17	1	4.9	-9	-9	-30	-1	11
C/C(=N\O)c1cc(Cl)ccc1O	-0.5	8	-2	1.6	-6	-18	-2	-3	-3
Cc1ccc(C)c(S(=O)(=O)Nc2nc3ccc(S(N)(=O)=O)cc3s2)c1	0.8	8	4	0.5	-7	-4	-5	-15	20
O=C(c1ccccc1)c1c(-c2ccccc2)[nH]n(-c2ccccc2)c(=O)c1=O	-1.4	10	-1	-0.4	-3	-12	-16	0	-13

Sorted by count of non-hydrogen atoms (high to low): some entries from above
SMILES	V1R ag counter	M1 PAM parental	TAAR1 agonist	M1 ag parental	M1 ag	OXTR potentiator	CHO-K1 Ca antag	CHO parental Ca	TAAR1 antag
CCc1nc2ccc(C(=O)Nc3cc(-c4ccccc4)ccc3OC)cn2c1N(C)Cc1ccc(OC)cc1	/	13	4	0.6	-2	/	-9	/	-7
CCOC(=O)/C=c1/s/c(=C\c2c(OC)ccc3ccccc23)c(=O)n1CC(=O)NCC1CCCO1 (configuration not stated)	/	4	1	2.1	0	/	-8	/	-8
CC(C)(C)NS(=O)(=O)c1ccc2nc(NC(=O)c3ccc(N4C(=O)CCC4=O)cc3)sc2c1	6.8	7	8	15*	2	-12	3	12	-1
CC(C)(C)c1ccc(C(=O)NCC(=O)N/N=C/c2ccccc2OCC(=O)O)cc1	0.2	29	10	1.1	-10	-6	-11	-12	-6
O=C(CSc1nnnn1-c1ccc2c(c1)CCC2)Nc1ccc2c(c1)OCCO2	3.9	-11	5	0.2	-1	-8	17	-9	20
O=C(NC(=S)N1CCN(c2nc(-c3ccccc3)cs2)CC1)c1cccnc1	2.9	-6	1	0.6	1	-9	13	-8	-3
CC(=O)Nc1ccc(S(=O)(=O)N2CCC(C(=O)NC3CCCC3)CC2)cc1	0.8	-10	1	0.5	-1	-1	-12	10	-9
CCOC(=O)COc1ccccc1C(=O)c1cnn(-c2ccccc2)c1	4.3	-1	1	5.5	-7	-8	-13	-3	-2
Cc1ccc(C)c(S(=O)(=O)Nc2nc3ccc(S(N)(=O)=O)cc3s2)c1	0.8	8	4	0.5	-7	-4	-5	-15	20
O=c1c2ccccc2sn1-c1ccc(S(=O)(=O)N2CCCC2)cc1	3.9	-10	16	1.9	-2	-6	10	2	8
C(=N\n1cnnc1)/c1cn(-c2cccs2)nc1-c1ccccc1	0.7	17	1	4.9	-9	-9	-30	-1	11
COc1ccc(C(=O)/C=C2\Sc3ccccc3N2C)cc1	-0.9	28	9	0.9	-10	-5	-9	-18	-16
FC(F)(F)c1cccc(NC(=S)N2CCCCCC2)c1	-0.2	19	1	0.9	-5	-6	-17	9	4
Cc1cc(-c2n[nH]c(=S)n2Cc2ccco2)n(C)n1	0.6	24	-2	0.4	-5	-3	-12	-8	-2
N#Cc1ccc(/C=C/C(=O)c2ccccc2)cc1	-1.3	-6	-1	2.0	-3	4	-7	-20	-13
C/C(=N\O)c1cc(Cl)ccc1O	-0.5	8	-2	1.6	-6	-18	-2	-3	-3

Assay outcomes: PubChem BioAssay, The Scripps Research Institute Molecular Screening Center
